NS5 inhibitors = Dengue-2 NS5 methyltransferase inhibitors, primary screen, biochemical, confirmation dose response (AID 588689); Dengue-2 NS5 methyltransferase capping enzyme assay, biochemical; higher % means a stronger effect; inhibition, % at 25 µM, or IC50 in µM where a hit was titrated; 340,000 tested, 0.3% active; in the data active = a potency from the dose series; inconclusive = inhibition above about 29% without an active follow-up result
NS5 inhibitors pilot replicate = further read-out of NS5 inhibitors, marked with its call; inhibition, %; measured here: pilot screen replicate inhibition
* = called active by the depositor; ? = inconclusive. A portion of the library, so the mix of outcomes need not match the whole.

SMILES	NS5 inhibitors	others
O=C(NC1=NCCS1)C1CCN(S(=O)(=O)c2ccccc2C(F)(F)F)CC1	-4%
COC(=O)c1c(-c2ccc(OC)cc2)sc2cc(OC)c(OC)cc12	0%
O=C1NC(=S)S/C1=C\c1cc(Cl)cc(Cl)c1O	?
NC(=O)c1ccc(NC(=O)COC(=O)C2CCN(S(=O)(=O)c3cccs3)CC2)cc1	-3%
O=[N+]([O-])c1ccc(Cl)c(S(=O)(=O)Nc2ccc(-c3ccc(N4CCOCC4)nn3)cc2)c1	1%
O=C(/C=C/c1ccccc1)CC(=O)c1ccccc1	0%
CC(C)n1nnnc1SCC(=O)N1N=C(c2cccs2)CC1c1cccs1 (stereo unspecified)	-2%
CCCCN(C(=O)c1ccc(S(=O)(=O)N2CCCCC2)cc1)C1CCS(=O)(=O)C1 (stereo unspecified)	-3%
COc1ccc(-c2cc3cc(OC)c(OC)cc3cn2)cc1OC	5%
O=C(CNS(=O)(=O)c1cccc(F)c1)OCC(=O)N1CCCC1=O	1%
Nc1ccc(N=Nc2ccccc2)cc1[N+](=O)[O-]	-3%
CC(=O)OC[C@H]1O[C@@H](O[C@H]2C[C@]3(C)C(C[C@@H](O)C4C([C@]5(C)CC[C@@H](C(C)(C)O)O5)CC[C@]43C)[C@@]3(C)CC[C@H](O)C(C)(C)C23)[C@H](O[C@@H]2O[C@@H](C)[C@H](O)[C@@H](O)[C@H]2O)[C@@H](O)[C@@H]1O (stereo partly specified)	-3%

Sorted by SMILES length (smallest number first): part of the list above
SMILES	NS5 inhibitors	others
O=C(/C=C/c1ccccc1)CC(=O)c1ccccc1	0%
CC(C)n1nnnc1SCC(=O)N1N=C(c2cccs2)CC1c1cccs1 (stereo unspecified)	-2%
NC(=O)c1ccc(NC(=O)COC(=O)C2CCN(S(=O)(=O)c3cccs3)CC2)cc1	-3%
CC(=O)OC[C@H]1O[C@@H](O[C@H]2C[C@]3(C)C(C[C@@H](O)C4C([C@]5(C)CC[C@@H](C(C)(C)O)O5)CC[C@]43C)[C@@]3(C)CC[C@H](O)C(C)(C)C23)[C@H](O[C@@H]2O[C@@H](C)[C@H](O)[C@@H](O)[C@H]2O)[C@@H](O)[C@@H]1O (stereo partly specified)	-3%

More results
SMILES	NS5 inhibitors	others
Cc1ccc(S(=O)(=O)N2CCN(C(=O)c3cccc(-n4cccc4)c3)CC2)cc1	-5%
CCOc1ccc(C(=O)CCC(=O)NCC(=O)Nc2ccc(F)c(F)c2F)cc1	0%
COc1cccc(NC(=O)N(C)C[C@H]2OCc3cn(nn3)CCCC(=O)N([C@@H](C)CO)C[C@@H]2C)c1	-4%
COc1cccc(-c2cc3nc(-c4ccccc4)cc(N4CCN(C(=O)c5ccoc5)CC4)n3n2)c1	-7%
C=C1C(O)C[C@@H](C(C)C)N(CC(C)C)S1(=O)=O (stereo partly specified)	-3%
CN(CC(=O)Nc1ccccc1Cl)C(=O)c1ccc(COc2ccccc2)cc1	0%
CN(CC(=O)N1CCN(Cc2ccccc2)CC1)C(=O)Cc1cccc2ccccc12	0%
COc1cccc(CNC(=O)CCNC(=O)c2ccco2)c1	-4%
COc1cccc(C(=O)NCC(c2cccs2)N2CCc3ccccc32)c1 (stereo unspecified)	-12%
Cn1c(N)c(C(=O)COC(=O)COc2cc(Cl)c(Cl)cc2Cl)c(=O)n(C)c1=O	0%
O=C(NCCS(=O)(=O)N1CCN(c2ccccc2)CC1)C12CC3CC(CC(C3)C1)C2	1%
COc1ccc(-c2csc(NC(=O)C3=COCCO3)n2)cc1OC	2%
O=S1(=O)CCS(=O)(=O)C1c1ccccc1	-9%
O=S(=O)(O)c1ccc(NN=Cc2ccccc2O)cc1	-4%
O=[N+]([O-])c1cccc(S(=O)(=O)Nc2cccc(-c3ccc(N4CCOCC4)nn3)c2)c1	-4%
CCOc1ccccc1OCC(=O)Nc1ccc(OC)c(S(=O)(=O)N2CCCCC2)c1	-6%
Cc1csc(=O)n1CCC(=O)OCC(=O)Nc1cccc(C#N)c1	-1%
O=C(NN1CCOCC1)c1cccc(F)c1	4%
CCOC(=O)N1CCN(C(=O)CNC(=O)c2ccc(Cl)cc2Cl)CC1	-6%
Cc1nn(-c2ccccc2)c(C)c1C(=O)OCC(=O)Nc1ccccc1	0%
O=C1CCN(Cc2ccccc2)S(=O)(=O)c2c(F)cc(F)cc21	-5%
CC1CN(S(=O)(=O)c2cccc(C(=O)Nc3ccccc3N3CCCC3)c2)CC(C)O1 (stereo unspecified)	4%
Cc1cc(C)c(C)c(S(=O)(=O)N2CCN(c3ncnc4ccccc34)CC2)c1C	-1%
CCC(=O)c1ccc(OCC(=O)OCC(=O)Nc2ccc3c(c2)OCCO3)cc1	6%
CC(OC(=O)c1ccc(NC(N)=O)cc1)C(=O)Nc1ccc2c(c1)OCCO2 (stereo unspecified)	3%
O=C(CN1C(=O)c2ccccc2S1(=O)=O)Nc1ccc([N+](=O)[O-])cc1	-5%
CCOc1cc(N2CCOCC2)c(OCC)cc1NC(=O)COC(=O)c1ccc(Cl)cc1N	-4%
COc1ccc(CCNC(=O)c2cccc(S(=O)(=O)NC(C)c3ccccc3)c2)cc1 (stereo unspecified)	-5%
O=C(CN1C(=O)NC2(CCCCCCC2)C1=O)Nc1ccc(Br)cc1Br	-6%
O=C(Nc1ccc(S(=O)(=O)NC2=NCCCCC2)cc1)c1ccc([N+](=O)[O-])s1	-1%
Cc1cccc(/C=C/C(=O)c2ccc([N+](=O)[O-])o2)c1	12%
O=C(COc1ccccc1)OCc1cc(-c2ccco2)on1	-9%
COC(=O)[C@]1(CC(C)C)N[C@H](c2ccc(-c3ccc(C(C)=O)cc3)cc2)[C@@H]2C(=O)N(C)C(=O)[C@@H]21	2%
O=C(NCC1CCCO1)c1ccccc1OCc1ccc(F)cc1 (stereo unspecified)	2%
CCOC(=O)C(C#N)=CN1CCNc2ccccc21	5%
O=C(COC(=O)c1cnccn1)NC1CCCc2ccccc21 (stereo unspecified)	-3%
COc1ccc(CCNC(=O)c2ccc(OCC(=O)N3CCOCC3)c(OC)c2)cc1	5%
COc1cc(C(=O)NC(=S)N(CCC#N)Cc2cccnc2)cc(OC)c1OC	0%
Cc1cc(OCC(=O)OCC(=O)NCc2ccco2)ccc1Cl	6%
COc1ccc(NC(=O)CCC(=O)N2CCN(S(=O)(=O)c3ccc(C)cc3)CC2)c(OC)c1	-4%
CCOc1cccc(N)c1	-4%
COc1ccc2nc(SCC(=O)NC3(C#N)CCCCC3)[nH]c2c1	-1%
Cc1nnc(SCC(=O)NC2CCC(C)CC2)s1 (stereo unspecified)	6%
Cc1cccc(-c2ccc3ncnc(NCc4cccnc4)c3c2)c1	2%
Cc1cc(C)n2nc(SCC(=O)N(CCC#N)c3ccc(F)cc3)nc2n1	1%
COc1ccc(/C=C(\C)C(=O)c2c(C)cc(C)[nH]c2=O)cc1	-2%
CCCCn1c(N)c(N(CCOC)C(=O)CN2C(=O)NC3(CC(C)CC(C)(C)C3)C2=O)c(=O)[nH]c1=O (stereo unspecified)	-1%
Cc1ccc(S(=O)(=O)N2[C@@H](c3ccc(Cl)c(Cl)c3)C(C(=O)O)=C[C@H]2C(C)(C)C)cc1	7%	NS5 inhibitors pilot replicate=6.7
COc1cc(C(=O)N2CCN(S(=O)(=O)c3cccc(F)c3)CC2)ccc1OCC(=O)N1CCOCC1	-4%
O=C(Cc1cccc(NC(=O)C2CCN(C(=O)c3ccccc3)CC2)c1)Nc1cccc(C(=O)N2CCCCC2)c1	-5%
CC(C)(C)OC(=O)N1CCC(NC(=O)c2[nH]cnc2C(=O)Nc2cccc(Cl)c2)CC1	6%
O=C(COC(=O)/C=C/c1ccc(Cl)cc1)NC(=O)NCc1ccccc1	-9%
CSc1ccc(/C=C/C(=O)OCC(=O)N2CCCCCC2)cc1	-1%
Cc1ccc(S(=O)(=O)Nc2ccc3nc(C)oc3c2)cc1	8%
CN(CC(=O)NC1CCN(Cc2ccccc2)CC1)S(=O)(=O)c1ccc(Cl)s1	-7%
O=C(COC(=O)c1ccc(CN2CCCC2=O)cc1)Nc1ccc(F)cc1	-3%
CN(C)S(=O)(=O)c1ccc(Cl)c(NC(=O)COC(=O)CCC2CCCCC2)c1	3%
N#CCC(=O)Nc1ccc(C(=O)Nc2cccc(S(=O)(=O)N3CCCC3)c2)cc1	-3%
Cc1ccc(OCCC(=O)OCC(=O)Nc2ccc3c(c2)OCCO3)cc1	-1%
Nc1nc(-c2ccccc2)c(CCCNc2ccccc2)c(=O)[nH]1	4%

New compounds follow:
SMILES	NS5 inhibitors	others
O=C(CSc1nnc2ccccn12)NNC(=O)c1ccccc1F	4%
C[C@H](CO)N1C[C@H](C)[C@@H](CN(C)S(=O)(=O)c2ccc(F)cc2)Oc2c(NC(=O)Nc3ccccc3)cccc2C1=O	-61%
COc1ccccc1C(=O)NC(=O)COC(=O)c1ccc(C)o1	-1%
CN(O)C(=S)c1ccccc1	9%
CCOc1ccccc1N	-5%
CN(C)C(CNC(=O)CCc1nc2cc(Cl)ccc2n(Cc2ccccc2)c1=O)c1ccccc1 (stereo unspecified)	0%
CCCCn1c(N)c(N(CC(C)C)C(=O)c2oc3ccc(OC)cc3c2C)c(=O)[nH]c1=O	-7%
C[C@@H](OC(=O)c1[nH]cnc1C(=O)N1CCN(C(=O)OC(C)(C)C)CC1)c1ccccc1	-3%
CCCCCN(C(=O)CCC(=O)OCCOc1ccc(OC)cc1)c1c(N)n(CCCC)c(=O)[nH]c1=O	-10%
Cc1ccc(S(=O)(=O)N2CCC(C(=O)Nc3cccnc3)CC2)cc1	3%
C=CC[C@@H](CC(=O)N[C@H](CO)Cc1ccccc1)C(=O)NC[C@@H](OC(=O)[C@@H](CC=C)Cc1ccc(F)cc1)c1ccccc1	0%
Cc1ccc(S(=O)(=O)N(C)c2ccc(OCC(=O)Nc3ccc(S(C)(=O)=O)cc3)cc2)cc1	2%
COc1ccc([C@]2(C(C)C)ON(c3ccccc3C(F)(F)F)C2=O)cc1	-5%
CSc1ncnc2[nH]ccc12	-1%
COc1ccc(C(=O)COC(=O)c2c(-c3ccccc3)noc2C)c(OC)c1	-2%
CC(C)C1NCCc2c1sc1ccccc21 (stereo unspecified)	-1%
Cc1nn(-c2ccccc2)nc1C(=O)Nc1cccc(C(=O)NC2CC2)c1	9%
CCOC(=O)c1cnc(N)nc1-c1ccccc1	-2%

Filtered by structure: the entries above containing fluorine (13)
SMILES	NS5 inhibitors	others
O=C(NC1=NCCS1)C1CCN(S(=O)(=O)c2ccccc2C(F)(F)F)CC1	-4%
O=C(CNS(=O)(=O)c1cccc(F)c1)OCC(=O)N1CCCC1=O	1%
CCOc1ccc(C(=O)CCC(=O)NCC(=O)Nc2ccc(F)c(F)c2F)cc1	0%
O=C(NN1CCOCC1)c1cccc(F)c1	4%
O=C1CCN(Cc2ccccc2)S(=O)(=O)c2c(F)cc(F)cc21	-5%
O=C(NCC1CCCO1)c1ccccc1OCc1ccc(F)cc1 (stereo unspecified)	2%
Cc1cc(C)n2nc(SCC(=O)N(CCC#N)c3ccc(F)cc3)nc2n1	1%
COc1cc(C(=O)N2CCN(S(=O)(=O)c3cccc(F)c3)CC2)ccc1OCC(=O)N1CCOCC1	-4%
O=C(COC(=O)c1ccc(CN2CCCC2=O)cc1)Nc1ccc(F)cc1	-3%
O=C(CSc1nnc2ccccn12)NNC(=O)c1ccccc1F	4%
C[C@H](CO)N1C[C@H](C)[C@@H](CN(C)S(=O)(=O)c2ccc(F)cc2)Oc2c(NC(=O)Nc3ccccc3)cccc2C1=O	-61%
C=CC[C@@H](CC(=O)N[C@H](CO)Cc1ccccc1)C(=O)NC[C@@H](OC(=O)[C@@H](CC=C)Cc1ccc(F)cc1)c1ccccc1	0%
COc1ccc([C@]2(C(C)C)ON(c3ccccc3C(F)(F)F)C2=O)cc1	-5%
